Screening data deposited in PubChem BioAssay by National Center for Advancing Translational Sciences (NCATS).
TSHR antagonist – blocks TSH signaling through the human TSH receptor | TSHR-expressing cells, TSH-stimulated cAMP HTRF, 2 h; stronger effect = lower value | hit rate 0.2% among 330,000 | AID 504810 | P16473 | activity change, negative = inhibition, % at 11.5 µM;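 active means activity change below a set negative limit, meaning inhibition stronger than a set level, cut at about -70% in these data; inconclusive means activity change between two set negative limits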; further: on the % scale 0 is the no-effect control and ±100 the full control effect
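Cell-based HTRF cAMP assay; TSHR cells + compound, TSH EC80 (4nM final), 2 h, 37 deg C. Lysis with anti-cAMP cryptate and cAMP-d2, 30 min RT, read 665/620 nm.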
AT treatment – potential ataxia-telangiectasia treatment | […] A-T fibroblasts, KAP-1 phosphorylation AlphaLISA; neocarzinostatin DNA damage 30 min before lysis | Potency, µM (doses to about 57.5 µM), without a hit: at the top dose activation, hits mostly activators | hit rate 0.19% among 320,000; further: potency means the concentration at half of the fitted maximal effect; % of control where 0% means no effect; nearly all actives have a fitted effect of over 45% in size
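ATM-like activity read as KAP-1 phosphorylation via AlphaLISA donor/acceptor antibody pairs after lysis and 6 hr at 25C. Cells were ATM-null patient fibroblasts ([…], hTERT), dosed 60 min, then exposed to the DSB inducer NCS for 30 min.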
Menin MLL FP TR – menin-MLL binding inhibition, Texas Red mutant peptide; O00255; Menin + Texas Red MLL mutant peptide, fluorescence polarization; Potency, µM (highest dose often 61.6 µM), without a hit: at the highest dose FP activity change, negative = inhibition, hits mostly inhibitors; hit rate 0.23% among 270,000; AID 1768; active means well fitted inhibition curve with a large enough effect in the polarisation, with a control signal flat, not every such curve was filed as active; inconclusive means small, poorly fitted or top-dose-only effect, or effect the other way, or a change in a side signal; inactive means no such curve, though single readings can be large or run the other way; the % refers to the polarisation; further: potency means the concentration at half of the fitted maximal effect; % of control where 0% means no effect; many of its hits are not listed in these tables
Mito fusion yeast – inhibitors of mitochondrial division or activators of mitochondrial fusion; S. cerevisiae fusion-defective mutant growth rescue, CellTiterGlo 48 h; Potency, µM (doses to about 46.1 µM), for inactives: at the highest dose growth rescue (activation), hits mostly activators; hit rate 0.23% among 320,000;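 further: potency means the concentration at half of the fitted maximal effect; % of control where 0% means no effect; nearly all actives have a fitted effect of over 45% in size; temperature-sensitive fusion mutants such as fzo1-1 at 37 °C on non-fermentable ethanol glycerol medium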
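Temperature-sensitive fusion-defective S. cerevisiae (e.g. fzo1-1, mgm1-5) were grown with compound in YPEG medium (3% ethanol, 3% glycerol) for 48 hours at 37C. Growth rescue was measured as viability by CellTiterGlo luminescence after 10 minutes at ambient.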
PTAP TSG101 blk – blocks PTAP/TSG101 interaction to inhibit HIV-1 budding; Potency, µM (series often up to 115 µM), inactives show top-dose activity change, negative = inhibition, most hits filed as inhibitors; Q99816; 340,000 tested, under 10 active; AID 493005; Fluorescence polarization, FITC-PTAP peptide / Tsg101 binding; active means well fitted inhibition curve with a large enough effect in the main read-out, with a control signal flat, not every such curve was filed as active; inconclusive means small, poorly fitted or top-dose-only effect, or effect the other way, or a change in a side signal; inactive means no such curve, though single readings can be large or run the other way; further: potency means the concentration at half of the fitted maximal effect; % of control where 0% means no effect
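Steps: Tsg101 binding domain dispensed (10 uM final), compounds pinned in DMSO, FITC-labeled PTAP-motif peptide added (50 nM final); after 20 min binding at room temperature, polarization measured.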
MLL CXXC-DNA inh – MLL CXXC-DNA interaction inhibition. Q03164. MLL-CXXC / FITC-HOXA9 DNA fluorescence polarization. Potency, µM (top dose mostly 115 µM), without a hit: top-dose activity change, negative = inhibition, usual class: inhibitors. hit rate 0.037% among 290,000; active means well fitted inhibition curve with a large enough effect in the polarisation, with a control signal flat, not every such curve was filed as active; inconclusive means small, poorly fitted or top-dose-only effect, or effect the other way, or a change in a side signal; inactive means no such curve, though single readings can be large or run the other way; the % refers to the polarisation; further: potency means the concentration at half of the fitted maximal effect
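Steps: dispense CXXC domain solution (7 uM) → pin compounds or unlabeled HOX-A9 DNA control → 5 min ambient → add FLSN-HOX-A9 solution (50 nM) → spin → 30 min ambient → fluorescence polarization. Tris pH 7.5/NaCl/DTT/BSA buffer.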
MBNL1-CUG inh – inhibitors of human MBNL1 binding to CUG repeat RNA; Q9NR56; TR-FRET MBNL1-His/biotin-(CUG)12 binding, 665/545 ratio; Potency, µM (doses to about 57.5 µM), inactives show top-dose activity change, negative = inhibition, usual class: inhibitors; hit rate 0.036% among 280,000; AID 2675; active means well fitted inhibition curve with a large enough effect in the signal ratio, with a control signal flat, not every such curve was filed as active; inconclusive means small, poorly fitted or top-dose-only effect, or effect the other way, or a change in a side signal; inactive means no such curve, though single readings can be large or run the other way; the % refers to the signal ratio; further: potency means the concentration at half of the fitted maximal effect; on the % scale 0 is the no-effect control and ±100 the full control effect
Target sequence (Q9NR56 whole entry, looked up): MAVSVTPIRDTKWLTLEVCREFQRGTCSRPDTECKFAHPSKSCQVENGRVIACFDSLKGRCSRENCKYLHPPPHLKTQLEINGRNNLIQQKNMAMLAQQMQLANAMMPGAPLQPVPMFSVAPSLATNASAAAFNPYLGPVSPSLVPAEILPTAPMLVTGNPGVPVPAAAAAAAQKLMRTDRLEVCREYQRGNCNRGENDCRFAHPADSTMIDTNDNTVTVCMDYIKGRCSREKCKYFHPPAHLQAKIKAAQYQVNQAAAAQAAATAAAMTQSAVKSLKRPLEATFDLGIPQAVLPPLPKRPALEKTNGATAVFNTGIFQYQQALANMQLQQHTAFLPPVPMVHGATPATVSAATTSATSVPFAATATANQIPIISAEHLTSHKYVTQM
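His-tagged MBNL1 binding to biotinylated (CUG)12 RNA was measured by TR-FRET using terbium anti-His antibody (0.055 ng/ul final) and streptavidin-XL665 (5 nM final). Compounds were titrated 92 nM to 58 uM; 60 min at room temperature.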
Integrin act MD – activates integrin-mediated alleviation for muscular dystrophy; alpha7betagal myoblasts, beta-gal FDG fluorescence, 48 h; Potency, µM (highest dose often 38.3 µM), for inactives: at the top dose activation, actives largely listed as activators; hit rate 0.064% among 350,000;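 further: potency means the concentration at half of the fitted maximal effect; 100% = response of the positive control SU9516; nearly all actives have a fitted effect of over 60% in size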
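Alpha7betagal+/- myoblasts (passage 13) were plated 16-24 hr, then exposed to compounds (1:260 dilution of DMSO stock) for 48 hours at 37C. After MPER lysis, β-galactosidase reporter activity was read as FDG fluorescence (ex 480/em 540) after 30 minutes.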
S-ASM inh – blocks human secretory acid sphingomyelinase; P17405; placental ASM, HMU-PC fluorogenic substrate, 60 min; Potency, µM (highest dose often 57.5 µM), inactives show top-dose activity change, negative = inhibition, actives largely listed as inhibitors; hit rate 0.006% among 340,000; further: potency means the concentration at half of the fitted maximal effect
Target sequence (P17405 47-631 limits assumed): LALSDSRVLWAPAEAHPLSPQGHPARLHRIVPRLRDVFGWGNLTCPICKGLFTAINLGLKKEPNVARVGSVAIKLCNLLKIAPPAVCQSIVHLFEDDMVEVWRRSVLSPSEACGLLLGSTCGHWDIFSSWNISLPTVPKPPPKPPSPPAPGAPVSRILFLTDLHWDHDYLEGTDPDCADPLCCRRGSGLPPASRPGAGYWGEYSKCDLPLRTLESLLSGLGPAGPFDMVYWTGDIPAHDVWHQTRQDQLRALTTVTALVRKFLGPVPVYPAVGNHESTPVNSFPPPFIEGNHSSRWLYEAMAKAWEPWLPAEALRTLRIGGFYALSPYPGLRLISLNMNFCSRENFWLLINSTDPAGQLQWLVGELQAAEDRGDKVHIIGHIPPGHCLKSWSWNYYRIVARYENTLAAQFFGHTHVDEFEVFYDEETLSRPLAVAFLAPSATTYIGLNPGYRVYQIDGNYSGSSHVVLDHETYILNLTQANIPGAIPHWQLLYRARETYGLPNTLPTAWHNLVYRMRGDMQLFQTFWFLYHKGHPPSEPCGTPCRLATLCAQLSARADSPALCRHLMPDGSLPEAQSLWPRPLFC
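Human placenta-derived ASM enzyme was preincubated with compound for 10 minutes at room temperature, then given fluorogenic substrate HMU-PC0 (9 uM final) for 60 minutes at 37 °C; a pH 10 stop preceded fluorescence reading at Ex 386/Em 447 nm.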
TCR act – activators of T cell receptors; Potency, µM (titrated, usually from 9.22 µM), without a hit: at the top dose activation of IL-2 secretion, usual class: activators; 330,000 tested, under 10 active; AID 504894; primary human leukocytes, anti-CD3, IL-2 HTRF, 48 h; further: % of control where 0% means no effect
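Primary human leukocytes incubated 48 hr with anti-CD3 beads plus compound, without co-stimulation. Secreted IL-2 measured by HTRF (europium cryptate/d2 anti-IL-2 pair, 320 nm excitation, 665 nm emission).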
Numbers without * were called inactive; u = inconclusive; x = not tested or not shown; & = joins results of further samples; [ ] = another dose, or the depositor's remark. Unless noted, the call rests on the fitted dose curve; in most records, active means well fitted curve in the direction sought with a large enough effect; inconclusive means small, poorly fitted or top-dose-only effect, or another doubt; inactive means no such curve, though single readings can be large; an effect the other way counts as inactive or inconclusive.

mol	TSHR antagonist	AT treatment	Menin MLL FP TR	Mito fusion yeast	PTAP TSG101 blk	MLL CXXC-DNA inh	MBNL1-CUG inh	Integrin act MD	S-ASM inh	TCR act
O=C(CN1C(=O)NC(Cc2c[nH]c3ccccc23)C1=O)Nc1ccc(F)cc1F (configuration not stated)	-2	2%	x	x	2%	x	x	14%	-1%	-1%[46.1 µM]
CC(C)CC1=C/C(=C/c2ccc(-c3ccccc3)o2)C(=O)O1	1	-5%	u	6%	-1%	-2%	-6%	-13%	204%[activator]	8%
O=C(COc1ccccc1Cl)Nc1ccc(NC(=O)c2ccco2)cc1	-3	-5%	21%	0%	-1%	-2%	-14%	-12%	-1%	-18%
O=C(COc1ccc2ccccc2c1)NNC(=O)c1cnccn1	-6	6%	2%	13%	1%	-2%	8%	-3%	x	-3%[46.1 µM]
COc1ccc(C(=O)NC(=S)Nc2cccc3ncccc23)cc1[N+](=O)[O-]	-7	-3%	x	-2%	-6%	5%	u	-7%	-2%	10%
COc1ccc(-n2cc(-c3ccccc3)[n+]3c2CCCCC3)cc1	-10	7%	-12%	8%	-1%	14%	-1%	-63%[inhibitor]	2%	2%
Cc1nc(SCC(=O)NCC2CCCO2)c2oc3ccccc3c2n1 (configuration not stated)	10	9%	-15%	5%	-8%	4%	9%	10%	1%	x
COc1ccccc1NC(=O)CNC(=O)c1ccc(F)cc1	11	7%	-7%	0%	-1%	-1%	-2%	0%	2%	-6%
O=C(O)CSc1ccc(NC(=O)Nc2ccccc2F)cc1	-3	5%	25%	-12%	0%	-3%	-9%	5%	0%	1%
O=C(CCC1CCN(Cc2ccc(C#CCCO)cc2)CC1)NC1CC1	11	-1%	2%	1%	-5%	-1%	-7%	27%	1%	1%
O=C(CN1CCOCC1)Nc1nc2ccc(Br)cc2s1	-12	2%	2%	2%	-8%	2%	0%	-4%	-2%	-1%
Cc1ccc(NC(=S)NCc2ccccn2)cc1	-15	4%	-8%	-16%	-5%	-1%	1%	18%	-1%	-3%
Cn1cnnc1SCC(=O)Nc1ccc2nc(SCc3ccccc3F)sc2c1	3	2%	u	3%	-7%	9%	2%	-18%	-3%	2%
COc1ccc(N/N=C(\C#N)C(=O)NCCc2ccc(OC)c(OC)c2)cc1	-4	-3%	x	-2%	-2%	-7%	4%	1%	-4%	-3%
Fc1ccc(-c2ccc(CNCc3ccccn3)o2)cc1Cl	-11	9%	-22%	-17%	-1%	29%	4%	21%	2%	5%
Cc1ccc(S(=O)(=O)NCCC(=O)NCc2ccco2)cc1	-1	6%	-1%	-3%	-5%	-4%	-13%	13%	0%	-19%
Cc1ccn(S(=O)(=O)c2ccc(C(C)(C)C)cc2)n1	x	x	-20%	6%	-8%	-18%	0%	16%	-1%	4%
Cc1cccc(N(CC(=O)NCc2ccc(F)cc2)C(=O)c2ccco2)c1	12	3%	u	0%	-14%	-6%	-2%	-6%	2%	2%
COc1cccc(C(=O)Nc2ccc3c(c2)OCO3)c1OC	8	-4%	3%	0%	-3%	0%	2%	-9%	-2%	1%
CN(Cc1ccccc1)C(=O)C1CCN(Cc2ccc(F)cc2)CC1	5	-2%	-4%	-2%	-7%	6%	7%	22%	3%	-1%
COc1ccc(N=Nc2ccc(CO)cc2)cc1	x	x	x	x	0%	x	x	27%	-12%	-1%
COC(=O)c1cc(NC(=O)c2ccc(OC)cc2)c(=O)oc1C	7	-1%	-24%	-2%	-4%	8%	5%	-35%	7%	7%
CN(C)CCCNc1nc(-c2ccc(Cl)cc2)nc2ccccc12	1	-2%	2%	-22%	0%	-3%	-10%	-55%[inhibitor]	-2%	0%
Cc1cc(OCC(=O)NCCc2ccc(S(N)(=O)=O)cc2)c2c(C)c(C)c(=O)oc2c1	-3	4%	x	-3%	-9%	1%	203%[activator]	-19%	-2%	-5%
CCc1nc(NCCO)c(C#N)c2c1CCCC2	-2	-4%	x	10%	-7%	4%	5%	u	9%	5%
O=S(=O)(Nc1ccc2c(c1)OCCO2)c1c(F)cccc1F	-9	-1%	8%	0%	-1%	5%	-2%	-2%	0%	8%
CSCc1cc(N2CCOCC2)nc(SCc2ccc(Cl)cc2Cl)n1	u	8%	u	-5%	0%	2%	-5%	10%	-22%	-1%
O=C(O)c1c[nH]c(=O)c2ccccc12	4	0%	-10%	3%	-1%	-1%	-5%	8%	1%	4%
COc1ccccc1OS(=O)(=O)c1ccc(NC(C)=O)cc1	14	5%	15%	7%	-2%	8%	-9%	-12%	3%	-6%
O=C(Cc1c(F)cccc1Cl)NC1CCN(Cc2ccccc2)CC1	x	x	x	x	0%	x	x	-36%	0%	-8%
O=C(Nc1cc2ccccc2oc1=O)c1ccccc1	-4	28%	u	-3%	-1%	6%	14%	-3%	-3%	-19%
Cc1cccc(/C=C(\C(=O)C(=O)O)c2ccc3ccccc3n2)c1	1	2%	13%	2%	-14%	19%	1%	-14%	x	10%
O=c1c(N2CCOCC2)c(N2CCOCC2)c1=O	12	18%	x	-3%	-2%	2%	10%	-18%	2%	-3%
COc1ccc(NC(=O)COc2cc(O)c3c(c2)OC(C)(C)CC3=O)cc1	8	-7%	-1%	4%	0%	-12%	-4%	15%	-1%	-5%
CS(=O)(=O)N(CC(=O)NCc1ccc2c(c1)OCO2)c1cccc(Cl)c1	-4	2%	1%	5%	-3%	59%[activator]	-1%	u	1%	-8%
CN(CCO)C(=O)c1c(NC(=O)c2ccccc2)sc2c1CCCC2	-6	-11%	6%	1%	-9%	7%	-6%	-17%	1%	-1%
CCOc1cc(C(=O)NC)cc(OCC)c1OCC	-11	-5%	-2%	-5%	-8%	1%	-1%	10%	2%	5%
CC1CN(S(=O)(=O)c2cccc(C(=O)OC(C)C(=O)NC3CCCCC3C)c2)CC(C)O1 (configuration not stated)	3	21%	x	-4%	3%	9%	-7%	19%	4%	-4%
COc1ccc(C(=O)Nc2cccc(C)c2)cc1	-3	5%	6%	3%	-1%	5%	-10%	13%	-5%	-2%
CC(C)C(=O)N1CCN(c2nc3ccc(Cl)cc3s2)CC1	-17	6%	x	0%	-11%	3%	-1%	4%	-4%	3%
CCOc1ccc(CCNC(=O)C2CC(=O)N(c3ccccc3OCC)C2)cc1OCC (configuration not stated)	-5	-6%	x	2%	-4%	x	x	13%	4%	3%
O=C(CN(Cc1ccco1)Cc1ccco1)Nc1cc(S(=O)(=O)N2CCCCC2)ccc1Cl	-25	9%	x	20%	-4%	x	x	-35%	5%	x
S=C(Nc1ccccc1)N1CCc2ccccc21	-1	5%	8%	-14%	-4%	-5%	-6%	2%	-2%	1%
COc1cc(SC)ccc1C(=O)NCCNC(=O)c1nonc1N	-1	-10%	x	0%	-3%	2%	0%	13%	0%	-3%
C/C(=N\NC(=O)CSc1nc(C)cc(C)n1)c1cccs1	8	-3%	5%	-8%	-9%	6%	x	-12%	-3%	9%
CC(=O)Nc1ccc2c(c1)ncn2C	3	x	-1%	-6%	-5%	-3%	-16%	22%	0%	-1%[46.1 µM]
CCOC(=O)N1CCN(C(=O)CSc2nc3c(cnn3-c3ccccc3)c(=O)[nH]2)CC1	-9	3%	-11%	0%	0%	1%	-11%	-15%	7%	9%
CCOC(=O)CC1COc2ccccc2N1C(=O)c1cccc([N+](=O)[O-])c1 (configuration not stated)	-2	7%	-3%	4%	-6%	2%	19%	-10%	-1%	-3%
O=C(Nc1ccc2c(c1)OCO2)[C@@H]1CCCN1S(=O)(=O)c1cccc2cccnc12	-1	5%	x	-10%	-6%	x	x	-2%	0%	3%
CN(C)CCCN1CC(=O)N2[C@@H](Cc3c([nH]c4ccccc34)C2(C)C)C1=O	-1	-6%	14%	22%	0%	-4%	1%	4%	3%	-3%
Cc1ccccc1-n1ncc2c1CC(C)(C)CC2NC(=O)CCC(F)(F)F (configuration not stated)	-11	0%	-15%	1%	-2%	-1%	-2%	10%	-3%	x
O=C(Nc1cc(-c2ccccc2)[nH]n1)c1ccc(Cl)cc1	6&-4	-19%&2%	x	0%&5%	-3%	13%&-7%	-6%	7%	-4%	2%

Only part of the results is shown. The share of hits here may be higher or lower than overall.
